Hsp70 displacement = Hsp70 inhibitors, probe displacement, primary screen, biochemical, fluorescence polarization (AID 583); Hsp70 fluorescence polarization probe displacement, mP; higher % means a stronger effect; one-dose displacement, % at 20 µM; IC50 in µM for titrated hits; 140,000 compounds, 0.06% hits; in the data active means displacement above about 50%;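 further: plate controls were vehicle for no effect and reference ligand for full effect; a part of the inactive calls stands beside numbers as strong as those of hits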
Rat MKP-3 inhibitors = inhibition of rat DUSP6 enzyme activity – biochemical, in vitro, primary screen (AID 425). recombinant MKP-3 phosphatase activity, fluorescence; higher % means a stronger effect. one-dose inhibition, % at 20 µM; IC50 in µM for titrated hits. 110,000 compounds, 0.17% hits; in the data active means inhibition above about 50%;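 further: plate controls were vehicle for no effect and reference inhibitor for full effect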
* marks the source's active call; other numbers are inactive results.

CCOc1ccc(S(=O)(=O)N2c3ccccc3CC2C)cc1 (stereo not drawn) was read as Hsp70 displacement -4.3%.
For CN(C)c1ccc(/C=N/N=C2/NC(=O)C(c3ccccc3)(c3ccccc3)S2)cc1 the results were Hsp70 displacement -1.1% and Rat MKP-3 inhibitors 3.3%.
`CC(=O)N(CCO)Cc1cc2cc(C)cc(C)c2[nH]c1=O` gave Hsp70 displacement 3.4% and Rat MKP-3 inhibitors -0.8%.
Cc1c(Cl)cccc1N=C1NC(=O)/C(=C/c2cccc(O)c2)S1 was read as Hsp70 displacement 1.9% and Rat MKP-3 inhibitors 4.5%.
`COC(=O)NC(NC(=S)Nc1ccc([N+](=O)[O-])cc1)C(Cl)(Cl)Cl` (stereo not drawn) gave Hsp70 displacement 0.4%.
CCn1cc(C(=O)NCCCOC)c2cc(OC)c(OC)cc2c1=O was read as Hsp70 displacement -2.2% and Rat MKP-3 inhibitors -3.6%.
`O=C(Nc1cccc2ccccc12)C1C2C3CCC(C3)C12` (stereo not drawn) gave Hsp70 displacement -4.4% and Rat MKP-3 inhibitors 3.0%.
COCCOC(=O)c1ccc(NC(=O)COc2ccc(Cl)cc2Cl)cc1 was read as Hsp70 displacement 2.1% and Rat MKP-3 inhibitors -0.6%.
Screening COc1ccc(C2=NOC(C(=O)Nc3cc(C)nn3-c3ccccc3)C2)cc1OC (stereo not drawn) returned Hsp70 displacement 5.2% and Rat MKP-3 inhibitors 1.3%.
`O=C(CN1C(=O)c2ccccc2C1=O)Nc1nc(-c2ccccc2)cs1` gave Hsp70 displacement -0.5% and Rat MKP-3 inhibitors 1.1%.
For N#Cc1ccc(CSc2nnc(Cc3cccs3)n2Cc2ccco2)cc1 the results were Hsp70 displacement 0.4% and Rat MKP-3 inhibitors -0.8%.
CCCN1CCCc2ccccc21 was read as Hsp70 displacement 0.2%.
COc1ccc2occ(C(C)=O)c2c1 was read as Hsp70 displacement 2.4%.
Screening COc1ccccc1-c1nnc2sc(-c3ccc(N(C)C)cc3)nn12 returned Hsp70 displacement 0.4% and Rat MKP-3 inhibitors -0.6%.
`CCCCCCn1c(CN2CCCCC2)nc2c1c(=O)n(C)c(=O)n2C` gave Hsp70 displacement -2.3%.

Next part; the last 2 above are carried over.
Screening COc1ccccc1-c1nnc2sc(-c3ccc(N(C)C)cc3)nn12 returned Hsp70 displacement 0.4% and Rat MKP-3 inhibitors -0.6%.
`CCCCCCn1c(CN2CCCCC2)nc2c1c(=O)n(C)c(=O)n2C` gave Hsp70 displacement -2.3%.
For COc1ccc2c(c1OC)C(=O)OC2CC(=O)c1ccc(O)cc1 (stereo not drawn) the results were Hsp70 displacement -1.9% and Rat MKP-3 inhibitors -4.4%.
COc1ccccc1N=C(C)C1=C(O)COC1=O was read as Hsp70 displacement -0.8%.
For COc1cccc(C(=O)N2CCN(Cc3ccco3)CC2)c1 the results were Hsp70 displacement -1.0% and Rat MKP-3 inhibitors 2.0%.
`CNc1nc(CC(C)=O)ns1` gave Hsp70 displacement -4.7% and Rat MKP-3 inhibitors -2.1%.
CCOC(=O)N1CCN(Cc2nc3c(c(=O)n(C)c(=O)n3C)n2Cc2ccccc2)CC1 was read as Hsp70 displacement 0.2% and Rat MKP-3 inhibitors -1.2%.
`COc1ccc(/C=C/C(=O)NC(=S)Nc2ccc(C(C)=O)cc2)cc1OC` gave Hsp70 displacement 1.9% and Rat MKP-3 inhibitors -6.3%.
Screening COc1cc(CN2CCN(Cc3ccc(C)cc3C)CC2)cc(OC)c1OC returned Hsp70 displacement -5.2% and Rat MKP-3 inhibitors 4.2%.
For CCOC(=O)N1CCN(c2cc(=O)n(-c3ccc(OCC)cc3)c(=O)[nH]2)CC1 the results were Hsp70 displacement 7.0% and Rat MKP-3 inhibitors -4.9%.
Screening Cc1ccc(N2CCN(S(=O)(=O)N(C)C)CC2)cc1Cl returned Hsp70 displacement 5.2% and Rat MKP-3 inhibitors -12.2%.
COc1cc(S(=O)(=O)N2CCOCC2)cc(C(=O)c2nccn2C)c1OC was read as Hsp70 displacement -3.4% and Rat MKP-3 inhibitors 8.5%.
For O=C(O)C1C2C=CC(O2)C1C(=O)NCc1ccc2c(c1)OCO2 (stereo not drawn) the results were Hsp70 displacement -0.1% and Rat MKP-3 inhibitors 1.5%.
Screening NS(=O)(=O)c1ccc(NC(=O)Cc2cccc3ccccc23)cc1 returned Hsp70 displacement -7.5% and Rat MKP-3 inhibitors 4.6%.
CN(C)C=Nc1c(Br)cc(Br)c2nonc12 was read as Hsp70 displacement -37.4% and Rat MKP-3 inhibitors -2.2%.
CC1=C(C(=O)OC2CCCC2)C(c2cccc(F)c2)C2=C(CC(C)(C)CC2=O)N1 (stereo not drawn) was read as Hsp70 displacement 9.7% and Rat MKP-3 inhibitors 1.6%.
Cc1cccc(-n2nnnc2SC(C)C(=O)NCCC2=CCCCC2)c1 (stereo not drawn) was read as Hsp70 displacement 5.0% and Rat MKP-3 inhibitors 6.6%.
For CCOC(=O)C1=C(C)NC(=O)NC1c1ccc(OCC(N)=O)cc1 (stereo not drawn) the results were Hsp70 displacement 4.9%.
`CC(=O)Nc1ccccc1NC(=O)/C=C/c1ccccc1` gave Hsp70 displacement 2.1% and Rat MKP-3 inhibitors 2.6%.
For O=C1N=C(N2CCOCC2)S/C1=C1\C(=O)N(Cc2ccccc2)c2ccccc21 the results were Hsp70 displacement -2.4% and Rat MKP-3 inhibitors -9.0%.
`Cc1ccc(C(=O)Nc2nc3ccccc3c(=O)s2)cc1` gave Hsp70 displacement -3.0% and Rat MKP-3 inhibitors -21.5%.
`COc1cc(OC)cc(-c2nnc(SCc3c(F)cccc3Cl)o2)c1` gave Hsp70 displacement 0.1% and Rat MKP-3 inhibitors -3.8%.
Screening CS(=O)(=O)N(CC(=O)NCC1CCCO1)c1ccc(F)c(Cl)c1 (stereo not drawn) returned Hsp70 displacement 4.9% and Rat MKP-3 inhibitors -15.1%.
Screening O=C(CSc1nnc(-c2cccs2)n1-c1ccccc1)N1CCCC1 returned Hsp70 displacement -6.2% and Rat MKP-3 inhibitors -7.9%.
Screening Cc1nc2c(C(=O)NCc3ccc4c(c3)OCO4)cnn2c(C)c1Cc1ccc(F)cc1Cl returned Hsp70 displacement -1.0%.
Screening O=c1oc2ccc([N+](=O)[O-])cc2cc1-c1nc(-c2ccc(Br)cc2)cs1 returned Hsp70 displacement 1.4% and Rat MKP-3 inhibitors -3.9%.
`O=C(N/N=C/c1cccc(Br)c1)c1cnccn1` gave Hsp70 displacement 3.8% and Rat MKP-3 inhibitors -0.7%.
For CC(C)(Oc1ccc(Cl)cc1)C(=O)Nc1ccc2oc(-c3ccncc3)nc2c1 the results were Hsp70 displacement -4.0% and Rat MKP-3 inhibitors -8.6%.
CCCN1C(=O)C(O)(CC(=O)c2cccc(OC)c2)c2ccccc21 (stereo not drawn) was read as Hsp70 displacement 3.1% and Rat MKP-3 inhibitors -1.9%.
CC(=O)NC(CCS(C)(=O)=O)C(=O)Nc1ccccc1C (stereo not drawn) was read as Hsp70 displacement 0.6%.
`CCOc1ccc(C(=O)N2CCN(c3ccc([N+](=O)[O-])cc3)CC2)cc1Cl` gave Hsp70 displacement 1.9% and Rat MKP-3 inhibitors 0.0%.
For Cc1ccccc1NC(=O)C(=O)NCc1ccccn1 the results were Hsp70 displacement -2.7% and Rat MKP-3 inhibitors 0.2%.
Nc1c(C(=O)NCCN2CCOCC2)c2nc3ccccc3nc2n1-c1cccc(F)c1 was read as Hsp70 displacement 1.6% and Rat MKP-3 inhibitors -6.4%.
`Nn1c(SCC(=O)Nc2ccc3c(c2)OCO3)nnc1-c1ccccc1` gave Hsp70 displacement -0.7%.
For CCOC(=O)Cn1c(-c2ccccn2)nc2ccccc21 the results were Hsp70 displacement -2.9% and Rat MKP-3 inhibitors -5.1%.
Screening COc1ccc(-c2csc(NC(=O)c3cc(C)on3)c2C#N)cc1OC returned Rat MKP-3 inhibitors 8.1%.
Screening O=C(Nc1ccccc1)NC1(C(=O)N2CCN(C(=O)c3ccco3)CC2)CCCCC1 returned Hsp70 displacement 0.5% and Rat MKP-3 inhibitors -7.5%.
For O=S(=O)(c1ccc(Cl)nc1)N1CCN(Cc2ccc3c(c2)OCO3)CC1 the results were Hsp70 displacement -2.4%.
For CCOc1ccc(-c2noc(COC)n2)cc1OC the results were Hsp70 displacement -1.6% and Rat MKP-3 inhibitors 6.7%.
Cn1cnnc1SCC(=O)Nc1ccccc1C(=O)NC1CCCC1 was read as Hsp70 displacement -2.3% and Rat MKP-3 inhibitors -4.6%.
`Cc1ccc(S(=O)(=O)N(CC(=O)N2CCC(C(N)=O)CC2)Cc2ccc(F)cc2)cc1` gave Hsp70 displacement 3.1% and Rat MKP-3 inhibitors 2.2%.
`CCn1c(SCC(=O)Nc2ccc(C(C)=O)cc2)nc2ccccc21` gave Hsp70 displacement 6.7% and Rat MKP-3 inhibitors -1.8%.
For O=C(OCC1CC(c2ccccn2)=NO1)c1ccc(Br)cc1 (stereo not drawn) the results were Hsp70 displacement 25.9% and Rat MKP-3 inhibitors -1.3%.
`C=CCn1c(SCC(N)=O)nnc1-c1cccc(Br)c1` gave Hsp70 displacement -1.7% and Rat MKP-3 inhibitors -8.4%.
c1ccc2c(c1)oc1c(Nc3ccc4c(c3)OCO4)ncnc12 was read as Hsp70 displacement -1.0% and Rat MKP-3 inhibitors -4.6%.
`Cc1ccc(/C=C2\C(=O)NC(=S)N(c3ccc(Br)cc3)C2=O)o1` gave Hsp70 displacement -11.0% and Rat MKP-3 inhibitors 16.0%.
For O=C1CCCc2c1cc(C(=O)NCc1ccco1)c(=O)n2-c1ccccc1 the results were Hsp70 displacement -0.5% and Rat MKP-3 inhibitors -5.8%.
For c1nc(NCCN2CCOCC2)c2c3c(sc2n1)CCCCC3 the results were Hsp70 displacement 4.1% and Rat MKP-3 inhibitors 1.6%.
`COC(=O)c1ccccc1NC(=O)c1noc2c1CC(C(C)(C)C)CC2` (stereo not drawn) gave Hsp70 displacement -0.5% and Rat MKP-3 inhibitors -7.1%.
`CCC1=NN(C(=O)c2cccc([N+](=O)[O-])c2)C(O)(c2ccncc2)C1` (stereo not drawn) gave Hsp70 displacement 5.0% and Rat MKP-3 inhibitors 1.7%.
Screening O=C1NN(c2ccc(Cl)c(Cl)c2)C(=O)/C1=C/c1ccc2c(c1)OCO2 returned Hsp70 displacement 8.0% and Rat MKP-3 inhibitors -0.2%.
`CC(C)Cn1c(-c2ccc(F)cc2)n[nH]c1=S` gave Hsp70 displacement -2.8% and Rat MKP-3 inhibitors 4.2%.
Screening O=S(=O)(NCC1CCCO1)c1ccc(Oc2ccccc2)cc1 (stereo not drawn) returned Hsp70 displacement 3.4% and Rat MKP-3 inhibitors -6.6%.
CN1CCN(NC(=O)COc2ccc(Cl)cc2)CC1 was read as Hsp70 displacement -3.7% and Rat MKP-3 inhibitors 0.3%.
COc1ccc(Br)cc1CN1CCCC(C(=O)N2CCCCCC2)C1 (stereo not drawn) was read as Hsp70 displacement 0.5% and Rat MKP-3 inhibitors -1.7%.
Screening O=C1NC(=O)/C(=C\c2ccc(-c3cccc([N+](=O)[O-])c3)o2)S1 returned Hsp70 displacement -8.2% and Rat MKP-3 inhibitors 1.3%.
For O=C(COc1c(F)c(F)cc(F)c1F)NC(=O)NC1CCCC1 the results were Hsp70 displacement -2.8% and Rat MKP-3 inhibitors -7.4%.
Screening COc1ccccc1N=c1scc(-c2ccc3c(c2)NC(=O)CO3)n1CC1CCCO1 (stereo not drawn) returned Hsp70 displacement 0.4% and Rat MKP-3 inhibitors -4.2%.
For Cc1ccc2[nH]cc(C(=O)CN3CCN(c4ccccc4F)CC3)c2c1 the results were Hsp70 displacement 3.1%.
For COc1cc(/C=C2\C(=O)NC(=O)N(c3cccc(Br)c3)C2=O)cc(Cl)c1O the results were Hsp70 displacement 2.4% and Rat MKP-3 inhibitors 1.2%.
Screening CN(C=O)CP(=O)(O)CCN1CCCC1=O returned Hsp70 displacement 1.1% and Rat MKP-3 inhibitors 7.1%.
`COC(=O)C1=C(C)NC(=O)CC1c1ccc(Cl)cc1Cl` (stereo not drawn) gave Hsp70 displacement 3.3% and Rat MKP-3 inhibitors -1.2%.

5 compounds from above, sorted by length of the SMILES, ascending.
`O=C(Nc1cccc2ccccc12)C1C2C3CCC(C3)C12` (stereo not drawn) gave Hsp70 displacement -4.4% and Rat MKP-3 inhibitors 3.0%.
COc1ccc(Br)cc1CN1CCCC(C(=O)N2CCCCCC2)C1 (stereo not drawn) was read as Hsp70 displacement 0.5% and Rat MKP-3 inhibitors -1.7%.
For N#Cc1ccc(CSc2nnc(Cc3cccs3)n2Cc2ccco2)cc1 the results were Hsp70 displacement 0.4% and Rat MKP-3 inhibitors -0.8%.
COc1cc(S(=O)(=O)N2CCOCC2)cc(C(=O)c2nccn2C)c1OC was read as Hsp70 displacement -3.4% and Rat MKP-3 inhibitors 8.5%.
For O=S(=O)(c1ccc(Cl)nc1)N1CCN(Cc2ccc3c(c2)OCO3)CC1 the results were Hsp70 displacement -2.4%.

New compounds follow.
`CCc1ccc(NC(=O)N(Cc2ccco2)C(C)c2cccs2)cc1` (stereo not drawn) gave Hsp70 displacement -0.8%.
COc1ccc(CCNC(=O)COC(=O)c2ccco2)cc1OC was read as Hsp70 displacement 2.4% and Rat MKP-3 inhibitors -12.4%.
Screening CCC(c1nnnn1Cc1ccc(F)cc1)N1CCN(C2CCCCC2)CC1 (stereo not drawn) returned Hsp70 displacement -4.4% and Rat MKP-3 inhibitors -5.9%.
c1cn2cc(CSC3CCCCC3)nc2s1 was read as Hsp70 displacement 9.6% and Rat MKP-3 inhibitors -0.2%.
For Cc1ccc(NC(=O)CCC(=O)N(CC(N)=O)CC(N)=O)cc1 the results were Hsp70 displacement -6.9% and Rat MKP-3 inhibitors 3.6%.
`Cc1ccc(-c2nc(C#N)c(NCc3ccco3)o2)cc1` gave Hsp70 displacement 0.5% and Rat MKP-3 inhibitors -5.6%.
CCn1ncc(NC(=O)Nc2cccc(C(F)(F)F)c2)c1C(N)=O was read as Hsp70 displacement -1.7% and Rat MKP-3 inhibitors -1.0%.

Compound activity as filed in PubChem.

This is a subset. The share of hits here may be higher or lower than overall.
